High-throughput results (PubChem)
Anthrax LF inh2 – inhibitors of Bacillus anthracis lethal factor protease. 360,000 compounds, 0.12% hits. multiplex microsphere protease cleavage assay, LF. P15917. AID 588501. inhibition, % at 10 µM; also: plate controls were buffer without enzyme for full effect and enzyme alone for no effect
Target sequence (P15917 whole entry, looked up): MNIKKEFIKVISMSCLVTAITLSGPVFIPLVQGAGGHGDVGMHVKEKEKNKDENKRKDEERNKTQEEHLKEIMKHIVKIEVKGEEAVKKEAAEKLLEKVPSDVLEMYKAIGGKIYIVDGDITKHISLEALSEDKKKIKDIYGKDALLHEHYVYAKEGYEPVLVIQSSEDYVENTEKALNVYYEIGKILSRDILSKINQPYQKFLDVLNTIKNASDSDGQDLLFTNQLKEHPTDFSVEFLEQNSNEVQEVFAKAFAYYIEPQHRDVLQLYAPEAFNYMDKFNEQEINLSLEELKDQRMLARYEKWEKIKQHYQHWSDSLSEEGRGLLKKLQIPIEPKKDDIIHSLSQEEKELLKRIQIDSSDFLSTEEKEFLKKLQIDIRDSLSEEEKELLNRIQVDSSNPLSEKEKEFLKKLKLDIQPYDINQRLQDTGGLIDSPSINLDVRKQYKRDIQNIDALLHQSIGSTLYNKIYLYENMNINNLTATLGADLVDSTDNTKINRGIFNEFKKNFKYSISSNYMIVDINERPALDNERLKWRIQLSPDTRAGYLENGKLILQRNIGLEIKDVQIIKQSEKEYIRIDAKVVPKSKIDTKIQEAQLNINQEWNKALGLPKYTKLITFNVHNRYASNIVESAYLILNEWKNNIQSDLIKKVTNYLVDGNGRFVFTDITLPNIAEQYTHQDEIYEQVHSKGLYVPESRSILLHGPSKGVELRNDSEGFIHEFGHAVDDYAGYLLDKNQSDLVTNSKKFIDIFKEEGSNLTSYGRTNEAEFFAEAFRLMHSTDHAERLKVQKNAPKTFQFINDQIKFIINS
SARS 3CLpro inh – SARS-CoV 3CLpro protease inhibition | P0C6X7 | recombinant SARS-CoV 3CLpro, quenched FRET peptide cleavage | inhibition, % at 6 µM | 290,000 compounds, 0.14% hits | AID 1706; in the data active = inhibition above about 12%
MazEF act – increases E. coli MazEF RNase cleavage of RNA; P0AE70; FAM/BHQ RNA-DNA oligo cleavage fluorescence, 5 h; activation, % at 20 µM; 350,000 compounds, 0.32% hits; in the data active = activation above about 50%
Target sequence (P0AE70 whole entry, looked up): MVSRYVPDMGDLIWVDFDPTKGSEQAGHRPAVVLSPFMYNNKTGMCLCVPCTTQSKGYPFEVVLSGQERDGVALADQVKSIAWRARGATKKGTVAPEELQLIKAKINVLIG
PrPC surface inh – inhibitors of human cell surface prion protein PrPC; P04156; 370,000 compounds, 0.43% hits; inhibition, % at 13.8 µM; TR-FRET read-out; in the data active = inhibition above about 24%; also: 0% = median of the test wells and 100% = reference compound wells
CCHF vOTU inh – blocks the CCHF virus ovarian tumor domain protease; CCHFV vOTU protease, Pep-AMC fluorescence; inhibition, % at 11.5 µM; 370,000 compounds, 0.55% hits; in the data active = inhibition above about 30%; also: 0% = vehicle wells with enzyme and 100% = no enzyme wells
VHR inh abs – inhibitors of human VHR1 phosphatase (DUSP3); P51452; recombinant VHR phosphatase, pNPP absorbance; inhibition, % at 13.3 µM; 290,000 compounds, 0.52% hits; AID 1654; in the data active = inhibition above about 50%; also: some compounds called inactive have numbers as strong as hits
BoNT F protease – BoNT F light chain protease inhibition | Multiplex microsphere protease cleavage assay, flow cytometry | inhibition, % at 10 µM | 360,000 compounds, 0.22% hits; in the data active = inhibition above about 35%, passing the limit was not always enough; inconclusive = no clear call, values can overlap the other calls; also: plate controls were buffer without enzyme for full effect and enzyme alone for no effect
SSB-PriA inh – K. pneumoniae PriA-SSBct interaction inhibition | AlphaScreen SSBct-PriA binding, biotinylated peptide | inhibition, % at 33 µM | 430,000 compounds, 0.6% hits; in the data active = inhibition mostly above about 37%, no sharp cut-off; inactive = mostly below about 20%;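 also: plate controls were negative control peptide for no effect and reference peptide for full effect; strong numbers were not always called active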
BoNT-A LC inh2 – blocks Botulinum neurotoxin A light chain protease; multiplex microsphere protease substrate cleavage, flow cytometry; inhibition, % at 10 µM; 360,000 compounds, 0.17% hits; AID 588499; also: plate controls were buffer without enzyme for full effect and enzyme alone for no effect
Rv3671c inh – inhibits the M. tuberculosis serine protease Rv3671c; P9WHR9; inhibition, % at 5.96 µM; 320,000 compounds, 0.048% hits; in the data active = inhibition above about 38%;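 also: extracellular domain of Rv3671c used as enzyme; 0% = enzyme with DMSO and 100% = no enzyme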
* = called active by the depositor; ? = inconclusive; . = no result given. Rule as the data show it, unless noted: active = inhibition above about 30%; inconclusive = no clear call, values can overlap the other calls; inactive = below that. A portion of the library; the hit share may differ from the screen's.

Results follow in this order: Anthrax LF inh2	SARS 3CLpro inh	MazEF act	PrPC surface inh	CCHF vOTU inh	VHR inh abs	BoNT F protease	SSB-PriA inh	BoNT-A LC inh2	Rv3671c inh
CC1=NN(C(=O)CSCc2ccccc2)C(O)(c2ccccc2)C1 (centres undefined)
    2	-2	-7	-5	5	-22	-1	-18	-0.5	4
Cc1ccc(C)c(N2CCN(Cc3nnnn3C3CCCCC3)CC2)c1
    -6	-4	2	5	8	-9	-42	-14	-2.8	4
CCc1ccc(NC(=O)c2cc(-c3ccc(OC)cc3)on2)cc1
    -4	2	-2	1	-9	12	-2	-18	-0.7	6
O=C(NNC(=O)c1ccccc1Cl)c1ccc(-n2cncn2)c([N+](=O)[O-])c1
    -1	.	1	-13	10	.	-7	-1	1.6	-7
CCOC(=O)C1C(=O)CC(C)(O)C(C(=O)OCC)C1c1ccc2c(c1)OCO2 (centres undefined)
    -4	1	-1	7	9	.	10	-13	0.5	0
NS(=O)(=O)c1cccc(NC(=O)CCCNC(=O)c2ccc(Cl)cc2)c1
    2	2	-30	3	5	21	-8	-19	-1.2	-8
Cc1cc(C)c(S(=O)(=O)Cc2ccc(Cl)cc2)c(=O)[nH]1
    -3	0	0	-8	-8	24	1	-2	-0.3	-3
CCOC(=O)c1nc2sc3c(c2c(=O)n1C(C)C(=O)OCC)CCCC3 (centres undefined)
    -3	4	-5	-2	-169	19	6	-20	1.7	6
Cc1cccc(C(=O)NCCNC(=O)c2cnccn2)c1
    2	4	-4	-2	-19	-30	1	-7	0.8	2
Clc1nc(CN2CCCCC2)nc2sc3c(c12)CCCC3
    -2	5	1	-3	4	7	-5	4	-0.2	1
COC(=O)c1scc2c(=O)cc(C(F)(F)F)[nH]c12
    2	-4	-16	-11	-51	12	2	-7	0.4	7
O=C(O)C1=CC[C@@H](c2ccc(Cl)cc2)N(S(=O)(=O)c2ccc(Cl)cc2)C1
    -4	.	-6	9	10	.	3	-4	0.0	-2
COc1ccc(N2CC(C(=O)NCc3nnnn3-c3ccc(C)c(C)c3)CC2=O)cc1 (centres undefined)
    -2	2	0	7	-8	-17	5	-10	1.8	-3
COc1ccc(CCC(=O)NC2CCC(C)CC2)cc1 (centres undefined)
    -2	-5	-2	10	-2	36	-4	-4	0.3	12
N=c1occ(C(=O)c2cc(F)ccc2O)cc1C(=O)NC1CCCCC1
    2	3	2	17	7	0	0	2	0.1	-3
Nc1cc(=O)[nH]c(SCC(=O)Nc2ccc(Br)cc2)n1
    .	1	-3	0	0	21	.	9	.	-7
Cc1cccc(OCC(=O)Nc2nnn(C)n2)c1C
    1	5	4	10	18	-5	6	-13	0.9	-3
Cc1cc(C)cc(Cn2cc(CN3CC(N4CCCC4)CS3(=O)=O)nn2)c1 (centres undefined)
    2	.	.	7	15	.	8	.	0.4	.
COc1ccc(CCNC(=O)C2CCCN(S(=O)(=O)c3ccc(F)cc3)C2)cc1OC (centres undefined)
    -1	2	-6	7	9	10	11	-4	5.1	-5
CCOc1ccccc1C(=O)NCC(=O)NCC(c1ccco1)N1CCCCC1 (centres undefined)
    -3	.	1	-4	9	.	-6	-14	3.2	0
COc1ccccc1NC(c1cccnc1)c1ccc2cccnc2c1O (centres undefined)
    -2	5	-14	11	7	4	1	94	-0.9	7
COc1cc(-c2nc3n(n2)C(c2ccc(F)cc2)C2=C(CCCC2=O)N3)cc(OC)c1OC (centres undefined)
    ?	-2	6	10	5	5	0	-18	1.7	9
COc1ccccc1C(=O)OCC(=O)NCCNC(=O)COC(=O)c1ccccc1OC
    -1	7	-2	1	8	4	3	-13	0.5	-2
COc1ccc(C=C2SC(=S)NC2=O)cc1
    -6	.	-3	1	25	.	-1	3	-0.1	.
CNC(=O)c1ccccc1NC(=O)c1cccc(S(=O)(=O)N2CCCCC2)c1
    -8	1	-5	3	3	-2	-9	-5	-0.2	-1
O=C(NNC(=O)c1ccc[nH]1)Nc1cc(Cl)cc(Cl)c1
    19	4	-6	0	-7	-1	?	-6	1.1	7
CC(=O)NC(Cc1ccc(F)cc1)C(=O)O (centres undefined)
    0	-1	2	1	-9	25	1	-10	-0.6	5
COc1ccc(Cn2nnc3c(=O)[nH]c(C4CCCN(C(=O)c5ccccc5)C4)nc32)cc1 (centres undefined)
    9	1	2	3	6	-3	-8	0	-0.1	-4
Cc1cc(C)n(CC(O)COc2ccccc2[N+](=O)[O-])n1 (centres undefined)
    -1	1	1	-5	11	56*	-2	-8	0.2	2
COc1ccc(-n2nc(C(=O)NCC(=O)NCCN(C)C)c3ccccc3c2=O)cc1
    -2	2	5	-27	24	26	0	-4	-2.0	4
CCCC(=O)N1CCN(c2ccc([N+](=O)[O-])c(NC(C)c3ccccc3)c2)CC1 (centres undefined)
    -3	3	-8	-2	18	10	-4	27	-1.1	0
COc1cccc(-c2cc(C(=O)N3CCc4ccccc4C3)no2)c1
    -1	7	-14	0	18	3	0	-13	-1.0	-11
CC(=O)NCCC(=O)Nc1nc2ccc(Oc3ccccc3)cc2s1
    1	0	-1	4	6	7	27	-6	3.6	-3
Nc1nccc2c1ncn2C1OC(CO)C(O)C1O (centres undefined)
    -10	.	7	0	2	.	0	.	-0.6	.
O=C(CC(=O)N/N=C\c1cccc(Cl)c1Cl)NCc1ccccc1
    1	2	-6	2	-1	2	-6	.	1.5	-12
CC(C)OP(=O)(OC(C)C)C(Nc1ccc(C(=O)O)cc1)c1ccccc1 (centres undefined)
    -1	-1	8	0	-7	-1	-8	-8	-0.2	-4
COC(=O)c1cc(C(=O)Nc2cc(C)ccn2)cc([N+](=O)[O-])c1
    5	2	-4	-27	-2	0	-9	-1	-0.4	-15
OC(COc1c(F)cc(Br)cc1F)CN1CCOCC1 (centres undefined)
    6	1	5	-5	-15	15	9	-14	-1.1	4
CCOc1nc2cnccc2n(CC(=O)Nc2cccc(C)c2C)c1=O
    -1	-1	6	5	22	1	-1	-7	0.9	-3
COc1ccc(-c2ccc(=O)n(CC(=O)Nc3ccc4c(c3)OCCO4)n2)cc1
    -7	1	7	-4	6	-9	-5	-16	-0.1	0
Cc1cccc(C)c1NC(=O)C(c1ccccc1)N(C)CCc1ccccc1 (centres undefined)
    6	.	.	11	3	.	7	.	0.0	.
CC(=O)Nc1sc(C)c(C)c1C(=O)OCC(=O)N(CC(C)C)C1CCS(=O)(=O)C1 (centres undefined)
    -3	3	-7	0	7	0	0	1	0.2	7
COc1ccc(CCNC(=O)Cc2ccc([N+](=O)[O-])cc2)cc1OC
    -8	4	-10	0	11	0	1	-4	0.8	-2
Cc1c(CNC(=O)c2c([N+](=O)[O-])cnn2C)cnn1C
    6	0	3	-1	-2	15	-1	-7	-0.6	-1
CC(=O)N1N=C(c2c(-c3ccccc3)c3cc(Br)ccc3[nH]c2=O)CC1c1ccco1 (centres undefined)
    -4	-2	6	4	3	17	-1	13	1.5	-7
COc1ccc(C(=O)Nc2cc(Cl)ccc2Cl)c(OC)n1
    1	3	-6	.	.	-19	-4	-9	0.3	4
COc1ccc(C(=O)NC(=S)NNC(=O)c2cnccn2)cc1
    -4	-3	6	2	-17	28	-14	22	-1.9	5
CC(C)(C)NC(=O)/C(=C/c1ccccc1F)NC(=O)c1ccc([N+](=O)[O-])cc1
    -4	-1	-14	-12	0	23	-13	-33	-1.7	-11
CC(=O)c1ccc(OCC(C)C)c(CC(C(N)=O)C(N)=O)c1
    -7	1	-1	-1	7	4	-11	-13	-2.9	3
Cc1[nH][nH]c(=O)c1N=Nc1ccccc1Cl
    -3	-5	9	-14	9	12	?	0	?	-2

Following part:
Results follow in this order: Anthrax LF inh2	SARS 3CLpro inh	MazEF act	PrPC surface inh	CCHF vOTU inh	VHR inh abs	BoNT F protease	SSB-PriA inh	BoNT-A LC inh2	Rv3671c inh
CC(Sc1nnc(-c2cccnc2)n1C)C(=O)N1CCOCC1 (centres undefined)
    1	.	-13	0	-11	.	-3	-5	1.3	-5
CC(=O)/C=C(\C)N=Nc1c(O)[nH]c2ccccc12
    -7	-7	10	-4	-5	-14	-4	0	-0.5	-1
CCn1c(C)c(C)c2cc(C(=O)N3CCN(c4cccc(C)c4C)CC3)ccc21
    .	-1	-21	10	22	-10	.	23	.	2
CC1CCc2c(sc3nc(CSc4ncn[nH]4)[nH]c(=O)c23)C1 (centres undefined)
    0	-3	1	5	5	0	1	1	0.4	-16
COc1cc(NC(=O)c2ccc(C(C)(C)C)cc2)c(OC)cc1NC(=O)CN1CCCCC1
    1	-1	-3	7	11	15	-3	11	-1.2	11
Cc1sc(NC(=O)C2=COCCO2)nc1-c1ccc(Cl)cc1
    -4	.	25	1	0	.	6	-5	2.3	-2
COC(=O)Cn1c(CN2CCOCC2)nc2c1c(=O)[nH]c(=O)n2C
    0	1	-4	-5	11	34	-9	-15	-0.2	-18
COc1ccc(S(=O)(=O)N2CCN(c3cc(-c4ccccc4)nc4ncnn34)CC2)cc1
    0	3	-6	2	-12	32	-12	-4	-1.0	-1
CN1CC[n+]2cnc3ccccc3c21
    -12	6	-5	5	-10	32	6	-2	?	-1
O=C1NCC(O)=C1C=NCCO
    1	-8	7	-1	4	10	13	-6	0.1	5
CCOC(=O)c1cc(C)sc1N1C(=O)C2C3C=CC(C3)C2C1=O (centres undefined)
    0	2	6	12	8	4	-4	-7	-2.0	6
COc1ccc(/C(O)=C/C(=O)C(=O)NNC(=O)C(O)(c2ccccc2)c2ccccc2)cc1
    1	4	-5	-1	8	25	-10	.	0.1	-9
Cc1cccc(CN2C(=O)CCSc3ccc(Cl)cc32)c1
    1	9	0	6	18	20	0	-35	0.9	0
O=C(CCc1ccccc1)NNC(=O)c1ccc(NC(=O)c2ccccc2)cc1
    0	-2	-4	-1	0	-8	-24	0	-1.7	-7
Cc1ccc(C2=NC3(CCCCC3)NC2=S)cc1
    1	-3	12	-5	6	-8	-3	-19	0.4	4
CN1OC(COC(=O)c2ccccc2)CC1c1ccccc1 (centres undefined)
    -1	0	3	-1	-10	25	-2	-24	-1.0	4
Cc1cc(C)cc(NC(=O)COC(=O)CCCNC(=O)c2ccc(Cl)cc2)c1
    -2	3	5	3	-2	19	-6	-14	-0.5	-4
COCCNC(=O)CN1CCN(S(=O)(=O)c2ccc3c(c2)CCCC3)CC1
    4	.	1	5	8	.	2	-7	-2.4	-10
COc1ccc(CNC(=O)N2CCN(C(=O)c3ccccc3)CC2)cc1
    1	.	3	-1	1	.	?	-10	-0.4	.
CN(CCc1ccccn1)C(=O)Nc1cccc(Cl)c1
    7	0	-4	9	-3	21	4	0	-0.1	6
Cc1cc(N2CCCCC2C)nc(-c2ccccc2O)n1 (centres undefined)
    -10	3	-5	3	4	9	-2	9	0.6	-19
COc1cc(/C=C/[N+](=O)[O-])ccc1OC(=O)c1cccnc1
    -3	2	0	4	-6	0	9	-9	-0.5	.

Whole records, quoted from the list. Order of screens: Anthrax LF inh2, SARS 3CLpro inh, MazEF act, PrPC surface inh, CCHF vOTU inh, VHR inh abs, BoNT F protease, SSB-PriA inh, BoNT-A LC inh2, Rv3671c inh
Shown for O=C(CCc1ccccc1)NNC(=O)c1ccc(NC(=O)c2ccccc2)cc1 : 0, -2, -4, -1, 0, -8, -24, 0, -1.7, -7
Shown for CN1OC(COC(=O)c2ccccc2)CC1c1ccccc1 (centres undefined) : -1, 0, 3, -1, -10, 25, -2, -24, -1.0, 4
Shown for COc1ccc(CNC(=O)N2CCN(C(=O)c3ccccc3)CC2)cc1 : 1, ., 3, -1, 1, ., ?, -10, -0.4, .
Shown for CN(CCc1ccccn1)C(=O)Nc1cccc(Cl)c1 : 7, 0, -4, 9, -3, 21, 4, 0, -0.1, 6
Shown for COCCNC(=O)CN1CCN(S(=O)(=O)c2ccc3c(c2)CCCC3)CC1 : 4, ., 1, 5, 8, ., 2, -7, -2.4, -10
